# Assay outcomes deposited in PubChem BioAssay by National Center for Advancing Translational Sciences (NCATS).
# LDHA block – qHTS assay for inhibitors of human lactate dehydrogenase; L-lactate dehydrogenase A chain (Homo sapiens), P00338; purified LDHA, NADH/diaphorase-resazurin fluorescence; stronger effect = lower value; activity change, % (values are at about 110 or 230 µM); actives 0.15% (n = 480,000); in the data active = activity change below about -30%; inconclusive = mostly about -25% to -30%;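 note: plate controls were DMSO wells for no effect and wells without enzyme for full effect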
#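 Remaining NADH was detected by diaphorase (0.133 mg/mL) converting 37 µM resazurin to fluorescent resorufin, read at 0 and 20 minutes. The preceding 5-minute room-temperature reaction used 2 nM LDHA, 0.2 mM sodium pyruvate and 0.06 mM NADH at pH 7.4.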
# 12-LOX inh – Primary qHTS assay for inhibitors of human arachidonate 12S-lipoxygenase (ALOX12): Round 2; purified 12hLO, xylenol orange hydroperoxide absorbance; Potency, µM (titrated, usually from 108 µM), for inactives: at the highest dose activity change, negative = inhibition, usual class: inhibitors; actives 1.1% (n = 580,000); AID 1671190, 2021; active = well fitted inhibition curve with a large enough effect; inconclusive = small, poorly fitted or top-dose-only effect, or another doubt; inactive = no such curve, though single readings can be large or run the other way; note: potency is the fitted concentration of half-maximal effect
# Target sequence (P18054 whole entry, looked up): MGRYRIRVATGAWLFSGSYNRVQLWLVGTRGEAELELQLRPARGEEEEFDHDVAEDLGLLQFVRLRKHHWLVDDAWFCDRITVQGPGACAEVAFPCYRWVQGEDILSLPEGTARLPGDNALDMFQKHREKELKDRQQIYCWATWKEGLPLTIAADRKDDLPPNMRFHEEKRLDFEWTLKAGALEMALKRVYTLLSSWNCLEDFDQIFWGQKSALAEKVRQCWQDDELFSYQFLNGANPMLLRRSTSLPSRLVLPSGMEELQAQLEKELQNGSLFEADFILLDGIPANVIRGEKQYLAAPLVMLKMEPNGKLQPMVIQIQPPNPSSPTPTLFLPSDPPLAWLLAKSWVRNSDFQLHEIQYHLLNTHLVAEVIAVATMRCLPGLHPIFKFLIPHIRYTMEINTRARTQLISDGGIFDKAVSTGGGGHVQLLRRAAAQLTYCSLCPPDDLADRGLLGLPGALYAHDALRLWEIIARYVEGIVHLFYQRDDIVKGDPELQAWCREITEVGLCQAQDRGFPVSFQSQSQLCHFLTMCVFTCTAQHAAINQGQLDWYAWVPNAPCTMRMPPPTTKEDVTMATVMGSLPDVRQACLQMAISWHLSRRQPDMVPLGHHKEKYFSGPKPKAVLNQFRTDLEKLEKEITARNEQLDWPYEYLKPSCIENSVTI
#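 Hydroperoxide product was detected by ferrous iron/xylenol orange as the 573 to 405 nm absorbance ratio. Arachidonic acid at 40 uM (final) was turned over for 30 min at room temperature by 150 nM human 12hLO, pH 7.0 Hepes buffer, after 15 min compound preincubation.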
# * marks the source's active call; other numbers are inactive results; ? = inconclusive; [ ] = another dose, or the depositor's remark. Unless noted, % is set by controls: 0 for no effect and ±100 for the full control effect.
SMILES,LDHA block,12-LOX inh
O=S(=O)(Nc1nc2ccccc2nc1NCCc1ccccc1)c1ccc(Cl)cc1,-10,19%
NC(=O)NC(=O)CSc1ccc2ccccc2n1,2,9%
CCc1ccc2c(CSc3nc(N)cc(N)n3)cc(=O)oc2c1,?,-18%
Cc1ccc2nc(Nc3nc(C)cc(=O)[nH]3)nc(C)c2c1,9,-5%
Cc1ccc(NC(=O)Nc2nnc(C3CCCCC3)s2)cc1C,3,117%[activator]
FC(F)(F)c1ccc(C=Nc2cccc3ccccc23)cc1,24,?
CCCCN(CCCC)c1cc(F)nc(N)n1,-3,-5%
O/N=C(/c1cc(F)c(F)c(F)c1)c1ccc(O)cc1O,1,-44%
NC(=O)Cc1ccc2c(c1)OCCCO2,8,-9%
Cc1cc(NC(=O)C2CC2)sc1C(=O)NC(C)c1ccccc1 (stereo unspecified),-9,41%
CCN(CCCNC(=O)C(C)C)c1ccccc1,0,-12%
CC(=O)Nc1ccc(NC(=O)CSc2nnc(-c3ccccc3Cl)n2Cc2ccco2)cc1,-11,2%
O=C(COC(=O)c1ccc(-c2ccccc2)s1)c1ccccc1,1,-2%
CC(=O)Nc1ccc(-c2nc(NC3CCCCC3)sc2C)cc1,9,?
CC(C)=CC(=O)Nc1ccccc1Cc1ccccc1,4,42%[activator]
O=S(=O)(CCNCc1ccc(Cl)c(Cl)c1)Cc1ccccc1,-3,?
COc1ccc(C(=O)Oc2ccccc2Cl)cc1Br,0,-2%
CC(NC(=O)C1CCN(C(=O)c2cccc3ccccc23)CC1)c1ccc(F)cc1 (stereo unspecified),0,?
CNC(=O)CCc1ccc(C)cc1,3,20%
CC(C)Cn1c(SC(C)C(N)=O)nnc1-c1ccco1 (stereo unspecified),0,-1%
CCCCc1c(-c2ccccc2OC)ncn1Cc1ccc(-c2ccccc2)cc1,2,?
CCc1ccc(NC(=O)CCn2cnc3c2c(=O)n(C)c(=O)n3C)cc1,9,33%[activator]
CCCCN=C1NN=C(c2c[nH]c3ccccc23)C(C)S1 (stereo unspecified),3,13%
CC(C)C[C@@H](CN1CCC[C@@H]1CN1C(=O)C(=O)NC[C@@H]1Cc1ccccc1)N1C[C@H](Cc2ccccc2)N(CC2CCCCC2)C(=O)C1=O,-3,0%
O=C(CSc1c2c(nc3ccccc13)CCC2)Nc1cccc(C(F)(F)F)c1,2,?
CCN(C(=O)c1occc1C)C1CC1,7,2%
CCC(C)(NC(=O)CNC(=O)c1ccccc1)C(=O)NC1CCCC1 (stereo unspecified),1,-2%
CC(=O)N1CCC2(CC1)OC(=O)C(C)=C2C(=O)NCCN1CCOCC1,-8,32%
Fc1ccc(-c2nc(COc3c(Cl)cccc3Cl)co2)cc1,-1,-28%
O=C(NC1CCCC1)c1sc2cc(Cl)ccc2c1Cl,-2,48%
CC(=O)NCc1ccc(-c2csc(Nc3cc(C)ccc3C)n2)o1,6,?
COc1cc(CC(=O)OCC(=O)c2ccc(Cl)cc2)cc(OC)c1OC,-12,-17%
O=S(=O)(NC(c1ccccc1)c1ccccc1)c1cccc2nsnc12,-6,11µM*
CCOC(=O)CC1(CC)Oc2ccccc2N1S(=O)(=O)c1ccc(C)cc1 (stereo unspecified),7,-2%
Nc1cc(N)nc(SCC(=O)Nc2cc(F)ccc2F)n1,-4,31%[activator]
O=C1NC[C@H](CCCCN2C[C@H](Cc3ccc(O)cc3)N(Cc3ccccc3)C(=O)C2=O)N(CCc2ccccc2)C1=O,-6,?
COc1ccccc1NC(=O)CSc1nc(N2CCOCC2)c2c(c1C#N)CC(C)(C)OC2,5,5%
CCCCCc1ccc(-c2ccc(CCCCC)cn2)cc1,4,43%[activator]
CCOC(=O)[C@]12CCC=C1N(Cc1ccco1)C(=O)[C@H](CC(=O)N1CCCC1)C2,0,0%
COc1ccc(C(=O)c2[nH]c(N)c(C(=O)NCCc3c[nH]c4ccccc34)c2-c2ccc(Cl)cc2)cc1,-3,-29%
CCCCCOc1ccc(OC(=O)c2ccc(-c3ccc(CC)cn3)cc2)cc1,-2,-7%
CC(=O)NN=C(C)C,6,20%
Cn1c(C=C(C#N)C#N)ccc1-c1cc(Cl)cc(Cl)c1,-1,-15%
O=C(NCC(=O)N1CCCC1)C(=O)Nc1cccc2[nH]ccc12,-2,27%
C/C(=N/O)c1ccccc1O,1,-16%
Cc1cc2nc(/N=C(\N)NC(=O)Cc3ccccc3)nc(C)c2cc1C,4,3%
O=C(NCc1coc(-c2cccs2)n1)c1ccc(S(=O)(=O)C(F)F)cc1,4,-19%
COC(=O)c1cc(NCc2ccccc2)ccc1N1CCOCC1,20,?
COC(=O)c1ccc(CNC(=O)C(Sc2ccccc2)c2ccccc2)cc1 (stereo unspecified),1,-7%
N#Cc1ccc(C(=O)Nc2ccc3c4c(cccc24)CC3)c(F)c1,1,11%
CCNc1c(NC(=O)Nc2cccc(Cl)c2)c(=O)oc2ccccc12,12,?
CCNc1c(NC(=O)Nc2ccccc2Br)c(=O)oc2ccccc12,0,-12%
N#Cc1ccccc1COc1ccc2c(C(F)(F)F)cc(=O)oc2c1,-2,-23%
N#C/C(=C/c1csc(-c2ccsc2)n1)C(=O)NC1CC1,-3,-5%
Cc1ccccc1-c1nc2scc(CCNC(=O)C(=O)Nc3c(C)cccc3C)n2n1,-4,-3%
CC(C)(CC(=O)O)CC(=O)Nc1ccc(Oc2ccccc2)cc1,8,-26%
Cc1ccsc1C(=O)NCc1ccccn1,-1,-1%
Cc1ccc2cc3cc(C(=O)NC4CCCC4)sc3nc2c1,-8,?
O=C(c1cc2cc([N+](=O)[O-])ccc2oc1=O)N(Cc1ccccc1)c1ccccc1,-3,4%
c1ccc2[nH]c(CSc3ccc4c(c3)OCCO4)nc2c1,-2,3%
# Additional records
SMILES,LDHA block,12-LOX inh
CC1CCC(N(C)C(=O)CCc2c[nH]c3ccccc23)CC1 (stereo unspecified),4,?
Cc1cc(C)c(NS(=O)(=O)c2ccc(N3C(=O)CCS3(=O)=O)cc2)c(Cl)c1,2,17%
Nc1ccc(C(=O)O)cc1CCCC(=O)O,2,-7%
CCc1noc(C)c1C(=O)Nc1ccc(C(C)C)cc1,-4,31%[activator]
Cn1c(=O)c2c(ncn2CCC(=O)Nc2ccccc2F)n(C)c1=O,2,0%
Cc1oc(-c2ccc(C(=O)NC3CCCC3)cc2)nc1CS(=O)(=O)c1ccccc1,-4,-24%
Cc1nc(-c2ccccc2F)sc1C(=O)N1CCC(C(=O)O)CC1,-6,1%
CCn1c(CC(=O)Nc2ccccc2F)nnc1SCC(=O)Nc1ccccc1F,8,11%
CCCOc1ccc(C(=O)N2CCC(c3nc4ccccc4o3)CC2)cc1,2,12%
COc1ccc(-c2cc(=O)n(-c3cccc(C)c3)[nH]2)cc1OC,-2,15%
O=C(Nc1nc(-c2ccc(-c3ccccc3)cc2)cs1)C1CCN(C(=O)c2ccoc2)CC1,-5,?
CC(c1nc2ccccc2s1)N(C)S(=O)(=O)c1cccc(C#N)c1 (stereo unspecified),7,?
CNc1nc(-c2cc(C)n(-c3cc(C)on3)c2C)cs1,6,?
Cc1ccc(-c2nc(CN3CCN(C(=O)C4CCCO4)CC3)co2)c(C)c1 (stereo unspecified),1,6%
COc1ccc(-c2cc3c(=O)[nH]nc(SCC(=O)N4CCCC4)n3n2)cc1OC,-8,26%
COCCOC(=O)c1ccc(NC(=O)COc2ccc3c(C)cc(=O)oc3c2)cc1,3,7%
N#Cc1ccc(Cn2c(CN3CCOCC3)nc3scc(-c4cccs4)c3c2=O)cc1,1,1%
CC(=O)c1cc(F)c(N2CCN(C(=O)c3ccc(Cl)c(Cl)c3)CC2)cc1C,-11,-19%
CC(Sc1ccccc1C(=O)NCC(=O)C(C)(C)C)C(=O)Nc1ccc(F)cc1 (stereo unspecified),3,-24%
O=C(CN1C(=O)NC2(CCOc3ccccc32)C1=O)c1c[nH]c2ccccc12 (stereo unspecified),-3,7%
Cc1ccc(C(=O)NCCC(=O)N2CCCC2)cc1C,5,-3%
O=C(Nc1ccccc1)c1cc(S(=O)(=O)N2CCOCC2)ccc1F,2,4%
COc1ccccc1-c1nc(S(=O)(=O)c2ccc3c(c2)OCCO3)c(N2CCN(C)CC2)o1,-10,-2%
CCONC(=O)NCc1ccc2cc(OC)ccc2c1,18,?
COc1ccc(CCNc2nc3ccccc3nc2C(=O)OCC(C)C)cc1OC,9,1%
O=C(/C=C/c1cccs1)N(Cc1ccco1)C1CC1,-1,-52%
Cc1ccc(CNC(=O)Cc2nc(-c3cccs3)oc2C)cc1,7,11%
Cc1ccccc1OCCN(C)C(=O)c1cc(=O)[nH]c2ccccc12,2,-2%
Cn1nc(C(=O)OCC(=O)NCc2ccco2)c2ccccc2c1=O,3,?
Cc1ccc(S(=O)(=O)N2C3CCCCC3O[C@H]2CC(=O)c2ccccc2)cc1 (stereo partly specified),-11,22%

# 3 compounds from above, ordered by the number in LDHA block, highest first:
SMILES,LDHA block,12-LOX inh
CC(Sc1ccccc1C(=O)NCC(=O)C(C)(C)C)C(=O)Nc1ccc(F)cc1 (stereo unspecified),3,-24%
O=C(CN1C(=O)NC2(CCOc3ccccc32)C1=O)c1c[nH]c2ccccc12 (stereo unspecified),-3,7%
COc1ccccc1-c1nc(S(=O)(=O)c2ccc3c(c2)OCCO3)c(N2CCN(C)CC2)o1,-10,-2%

# Next records:
SMILES,LDHA block,12-LOX inh
COc1cc(OC)c2c(C)c(CC(=O)N3CCCC3)c(=O)oc2c1,-15,-22%
Cc1ccc(/C=C/C(=O)c2c(C)nc3ccccc3c2-c2ccccc2)cc1,7,?
CC(Oc1cccc(Cl)c1)C(=O)OCc1nc(N)nc(N)n1 (stereo unspecified),3,?
Cc1ccc2nc(C)c(C(=O)N3CCN(Cc4ccccc4)CC3)cc2c1,-1,-25%
Cc1ccccc1C1=NN(C(=O)CCC(=O)O)C(c2ccc3nccnc3c2)C1 (stereo unspecified),1,-43%
COc1ccc(N2CCCCS2(=O)=O)cc1S(=O)(=O)Nc1ccc(Cl)cc1,-3,?
CCCn1nnnc1CN1CCCC1c1ccc(OCC)cc1 (stereo unspecified),10,-2%

# 27 of the compounds above, with two lines to a compound:
# Order of values: LDHA block	12-LOX inh
> CCn1c(CC(=O)Nc2ccccc2F)nnc1SCC(=O)Nc1ccccc1F
  8	11%
> CCCOc1ccc(C(=O)N2CCC(c3nc4ccccc4o3)CC2)cc1
  2	12%
> COc1ccc(-c2cc(=O)n(-c3cccc(C)c3)[nH]2)cc1OC
  -2	15%
> O=C(Nc1nc(-c2ccc(-c3ccccc3)cc2)cs1)C1CCN(C(=O)c2ccoc2)CC1
  -5	?
> CC(c1nc2ccccc2s1)N(C)S(=O)(=O)c1cccc(C#N)c1 (stereo unspecified)
  7	?
> CNc1nc(-c2cc(C)n(-c3cc(C)on3)c2C)cs1
  6	?
> Cc1ccc(-c2nc(CN3CCN(C(=O)C4CCCO4)CC3)co2)c(C)c1 (stereo unspecified)
  1	6%
> COc1ccc(-c2cc3c(=O)[nH]nc(SCC(=O)N4CCCC4)n3n2)cc1OC
  -8	26%
> COCCOC(=O)c1ccc(NC(=O)COc2ccc3c(C)cc(=O)oc3c2)cc1
  3	7%
> N#Cc1ccc(Cn2c(CN3CCOCC3)nc3scc(-c4cccs4)c3c2=O)cc1
  1	1%
> CC(=O)c1cc(F)c(N2CCN(C(=O)c3ccc(Cl)c(Cl)c3)CC2)cc1C
  -11	-19%
> CC(Sc1ccccc1C(=O)NCC(=O)C(C)(C)C)C(=O)Nc1ccc(F)cc1 (stereo unspecified)
  3	-24%
> O=C(CN1C(=O)NC2(CCOc3ccccc32)C1=O)c1c[nH]c2ccccc12 (stereo unspecified)
  -3	7%
> Cc1ccc(C(=O)NCCC(=O)N2CCCC2)cc1C
  5	-3%
> O=C(Nc1ccccc1)c1cc(S(=O)(=O)N2CCOCC2)ccc1F
  2	4%
> COc1ccccc1-c1nc(S(=O)(=O)c2ccc3c(c2)OCCO3)c(N2CCN(C)CC2)o1
  -10	-2%
> CCONC(=O)NCc1ccc2cc(OC)ccc2c1
  18	?
> COc1ccc(CCNc2nc3ccccc3nc2C(=O)OCC(C)C)cc1OC
  9	1%
> O=C(/C=C/c1cccs1)N(Cc1ccco1)C1CC1
  -1	-52%
> Cc1ccc(CNC(=O)Cc2nc(-c3cccs3)oc2C)cc1
  7	11%
> Cc1ccccc1OCCN(C)C(=O)c1cc(=O)[nH]c2ccccc12
  2	-2%
> Cn1nc(C(=O)OCC(=O)NCc2ccco2)c2ccccc2c1=O
  3	?
> Cc1ccc(S(=O)(=O)N2C3CCCCC3O[C@H]2CC(=O)c2ccccc2)cc1 (stereo partly specified)
  -11	22%
> COc1cc(OC)c2c(C)c(CC(=O)N3CCCC3)c(=O)oc2c1
  -15	-22%
> Cc1ccc(/C=C/C(=O)c2c(C)nc3ccccc3c2-c2ccccc2)cc1
  7	?
> CC(Oc1cccc(Cl)c1)C(=O)OCc1nc(N)nc(N)n1 (stereo unspecified)
  3	?
> Cc1ccc2nc(C)c(C(=O)N3CCN(Cc4ccccc4)CC3)cc2c1
  -1	-25%

# This is a subset; count on the stated rates, not on these rows.
